Compound activity deposited in PubChem by National Center for Advancing Translational Sciences (NCATS).
PI4K2A inh: PI4K2A (human) kinase inhibition; Q9BTU6; purified PI4K2A, ADP-Glo luminescence, 1 h; active compounds read low; activity change, negative = inhibition, % at 76.9 µM; 420,000 tested, 0.13% active; AID 1346378; in the data active means activity change below about -50%; inconclusive means mostly about -30% to -49%;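 further: -100% = wells without enzyme as full effect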
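PI4K2A activity was measured by ADP-Glo luminescence: enzyme (4 ug/mL stock) and phosphatidylinositol (1.2 mM stock) in Tris pH 7.5/MgCl2/EGTA/Triton X-100 buffer were reacted with ATP (300 microM stock) for one hour at ambient temperature.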
JMJD2A Tudor: inhibitors of human JMJD2A Tudor domain. O75164. 390,000 tested, 4.4% active. AID 504339. AlphaScreen JMJD2A-Tudor / H3K4me3 peptide binding. Potency, µM (highest dose often 114 µM), for the others: top-dose activity change, negative = inhibition, actives largely listed as inhibitors; further: potency means the concentration at half of the fitted maximal effect; on the % scale 0 is the no-effect control and ±100 the full control effect; nearly all actives have a fitted effect of over 50% in size
GLS inh: inhibitors of human glutaminase (GLS); Potency, µM (top dose mostly 45.5 µM), for inactives: at the highest dose activity change, negative = inhibition, hits mostly inhibitors; GLS enzymatic activity, qHTS titration; 410,000 tested, 0.21% active; AID 624170; O94925; further: potency means the concentration at half of the fitted maximal effect; on the % scale 0 is the no-effect control and ±100 the full control effect
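hKGA in 45 mM KH2PO4 (pH 8.2), 0.02% Tween-20 with compound, then 1mM L-Glutamine (stock as added) plus glutamate oxidase/HRP/Amplex red coupling mix. Fluorescence read initially and after 30 min at RT; signal change reflects glutamate formation.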
12-LOX inh: ALOX12 (human) lipoxygenase inhibition | P18054 | 580,000 tested, 1.1% active | purified 12hLO, xylenol orange hydroperoxide absorbance | Potency, µM (top dose mostly 108 µM), for the others: at the top dose activity change, negative = inhibition, most hits filed as inhibitors; further: potency means the concentration at half of the fitted maximal effect; on the % scale 0 is the no-effect control and ±100 the full control effect
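Purified human 12hLO (150 nM final) in 25 mM Hepes, 0.01% Triton X-100, pH 7.0 was preincubated 15 min at room temperature with compound. Then 40 uM arachidonic acid was added, 30 min. Hydroperoxide was read by Fe-XO absorbance ratio 573/405 nm.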
RGS4 inhibitor: blocks human RGS4-accelerated GTP hydrolysis; P49798; Transcreener GDP fluorescence polarization, RGS4-accelerated GTP hydrolysis; Potency, µM (doses to about 114 µM), for inactives: at the top dose activity change, negative = inhibition, usual class: inhibitors; 390,000 tested, 0.039% active; further: potency means the concentration at half of the fitted maximal effect; on the % scale 0 is the no-effect control and ±100 the full control effect; nearly all actives have a fitted effect of over 75% in size; some results filed as inactive show a strong effect at the top dose
Target sequence (P49798 whole entry, looked up): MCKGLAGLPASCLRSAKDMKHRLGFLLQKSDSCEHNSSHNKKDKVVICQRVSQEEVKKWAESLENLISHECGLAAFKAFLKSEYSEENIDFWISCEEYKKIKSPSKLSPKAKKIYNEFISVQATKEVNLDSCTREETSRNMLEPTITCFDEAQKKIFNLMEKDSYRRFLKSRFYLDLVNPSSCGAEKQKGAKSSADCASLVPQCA
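MLSMR compounds (23 nl, pin-transferred) preincubated 10 min at room temperature with a 500nM (2x) first reagent, then RGS4 at 900nM (2x) plus Transcreener GDP mix added; fluorescence polarization (620/688 nm) read before and after 90 min at 30 °C.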
BAZ2B inh: BAZ2B (human) inhibition. Q9UIF8. AlphaScreen BAZ2B-H3K14Ac peptide displacement. Potency, µM (highest dose often 114 µM), for inactives: at the top dose activity change, negative = inhibition, usual class: inhibitors. 360,000 tested, 4.4% active. AID 504333; further: potency means the concentration at half of the fitted maximal effect; on the % scale 0 is the no-effect control and ±100 the full control effect; nearly all actives have a fitted effect of over 60% in size
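Multi-concentration screen (max 110 uM) measuring displacement of acetylated histone H3 peptide from BAZ2B by AlphaScreen, using 50 nM protein, 50 nM peptide and 10 ug/mL streptavidin donor plus Ni-chelate acceptor beads.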
HP1b binding inh: blocks HP1-beta chromodomain binding to methylated histone tails. 390,000 tested, 0.56% active. Potency, µM (series often up to 114 µM), inactives show at the highest dose activity change, negative = inhibition, usual class: inhibitors. AID 540317. P83916. AlphaScreen HP1-beta / biotin-H3K9me3 peptide binding; further: potency means the concentration at half of the fitted maximal effect; nearly all actives have a fitted effect of over 70% in size; inactives centre near 23
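HP1-beta protein (50 nM final) preincubated 30 min at room temperature with biotinylated H3(1-18)K9me3 peptide (50 nM) in PBS pH 7.4, 0.01% Tween-20, then compound added for 30 min. AlphaScreen streptavidin donor/nickel chelate acceptor beads (10 ug/mL final), 30 min dark, luminescence read.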
ERG Ets-DNA blk: blocks human ERG Ets domain binding to DNA | Potency, µM (series often up to 76.9 µM), inactives show at the top dose FP activity, negative = inhibition, most hits filed as inhibitors | 370,000 tested, 0.028% active | fluorescence polarization, His-ERG Ets domain / labelled DNA | AID 624246; active means well fitted inhibition curve with a large enough effect in the polarisation, with a control signal flat; inconclusive means small, poorly fitted or top-dose-only effect, or effect the other way, or a change in a side signal; inactive means no such curve, though single readings can be large or run the other way; the % refers to the polarisation;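 further: polarization taken with two DNA probes labelled with fluorescein and Texas red; potency means the concentration at half of the fitted maximal effect; % of control where 0% means no effect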
Target sequence (P11308 whole entry, looked up, the tested form may be a part): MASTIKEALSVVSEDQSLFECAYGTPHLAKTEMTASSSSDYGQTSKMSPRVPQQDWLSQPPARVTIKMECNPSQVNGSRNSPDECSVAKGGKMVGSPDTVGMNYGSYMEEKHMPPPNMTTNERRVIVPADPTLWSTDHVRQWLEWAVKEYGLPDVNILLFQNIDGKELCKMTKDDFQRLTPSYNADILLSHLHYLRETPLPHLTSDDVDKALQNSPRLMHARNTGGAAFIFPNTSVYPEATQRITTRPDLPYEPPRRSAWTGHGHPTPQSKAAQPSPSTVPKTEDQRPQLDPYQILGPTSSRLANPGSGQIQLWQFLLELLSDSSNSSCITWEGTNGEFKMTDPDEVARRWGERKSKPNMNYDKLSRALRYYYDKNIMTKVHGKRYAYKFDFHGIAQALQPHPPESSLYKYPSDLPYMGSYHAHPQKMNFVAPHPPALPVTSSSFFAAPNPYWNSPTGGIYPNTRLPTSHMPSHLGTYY
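His-tagged ERG Ets domain (1 uM in the protein solution; 300mM KCl, 50mM Tris-HCl, 1mM EDTA, 1mM DTT, pH 7.5) received compound, then a probe mix of 5 nM fluorescein-DNA and 100nM Texas-615-DNA. Fluorescence polarization was read for both dyes.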
G9a inh: inhibitors of human histone lysine methyltransferase G9a; Q96KQ7; G9a H3K9 monomethylation, AlphaScreen, 2 h; Potency, µM (series often up to 102 µM), for inactives: at the highest dose activity, negative = inhibition, most hits filed as inhibitors; 350,000 tested, 8.8% active; further: potency means the concentration at half of the fitted maximal effect; on the % scale 0 is the no-effect control and ±100 the full control effect; nearly all actives have a fitted effect of over 75% in size
Target sequence (Q96KQ7 913-1193 limits assumed): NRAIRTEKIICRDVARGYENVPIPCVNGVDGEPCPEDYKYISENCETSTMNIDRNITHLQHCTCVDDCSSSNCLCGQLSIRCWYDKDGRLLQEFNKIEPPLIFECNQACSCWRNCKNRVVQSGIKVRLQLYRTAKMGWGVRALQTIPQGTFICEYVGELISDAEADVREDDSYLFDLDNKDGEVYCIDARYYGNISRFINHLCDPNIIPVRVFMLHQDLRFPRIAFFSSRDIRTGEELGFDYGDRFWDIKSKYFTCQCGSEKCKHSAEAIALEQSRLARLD
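Compounds were preincubated with 20 nM G9a for 15 min, after which biotinylated H3K9 peptide (500 nM) and SAM (20 uM) started a 2 h room-temperature reaction. Monomethylated product was quantified by antibody-based AlphaScreen chemiluminescence.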
The depositor's hits bear a star; u = inconclusive; x = no result given; [ ] = another dose, or the depositor's remark. Unless noted, the call rests on the fitted dose curve; in most records, active means well fitted curve in the direction sought with a large enough effect; inconclusive means small, poorly fitted or top-dose-only effect, or another doubt; inactive means no such curve, though single readings can be large; an effect the other way counts as inactive or inconclusive. The list is partial; rates above refer to the full screens.

No.	Structure	PI4K2A inh	JMJD2A Tudor	GLS inh	12-LOX inh	RGS4 inhibitor	BAZ2B inh	HP1b binding inh	ERG Ets-DNA blk	G9a inh
1	O=C(O)/C=C/C(=O)c1ccc(O)cc1	-11.0	-10.7%	8.4%	-16.9%	-45.1%	-2.0%	54.9%[activator]	2.9%	u
2	CCc1ccc(S(=O)(=O)Nc2c(C)nn(C)c2C)cc1	4.1	5.1%	6.0%	10.9%	-8.5%	-12.7%	27.8%	4.7%	-3.5%[12.7 µM]
3	[O-]/[N+](=C\C=C\c1ccccc1)c1ccccc1	3.6	-13.8%	1.2%	-11.4%	-11.8%	-1.5%	35.4%	-18.0%	15.7%
4	Cc1nnc(Oc2ccccc2F)c2ccccc12	-2.1	-5.9%	5.5%	0.5%	-21.3%	5.0%	26.9%	2.1%	10.6%
5	CCOc1cccc(-c2nc(C(N)=O)c3[nH]c(=O)n(-c4cccc(Cl)c4)c3n2)c1O	-1.2	-6.9%	-2.6%	8.6%	-16.5%	8.9%	37.3%	8.9%	12.6%
6	CCc1ccc(CCC(=O)Nc2ccc(C)cc2C)o1	1.1	-26.3%	0.0%	u	-7.7%	-6.8%	26.2%	-7.0%	-31.4%[59 µM]
7	CCOc1ccc(CCNC(=O)c2cnc3c(-c4ccc(F)cc4)c(C)nn3c2C)cc1	-6.5	-8.0%	-1.2%	-6.3%	15.8%	-12.1%	22.1%	1.4%	17.0%[59 µM]
8	Cc1c(N=C2C=C(Br)C(=O)C(Br)=C2)c(=O)n(-c2ccccc2)n1C	0.2	56.2µM*	u	u	u	20µM*	28.2µM*	-1.0%	7.08µM*
9	Cc1ccc(-c2n[nH]c(=S)n2/N=C/C=C\c2ccccc2[N+](=O)[O-])cc1	5.2	u	-18.9%	u	u	u	-7.4%	-2.3%	u
10	CS(=O)(=O)N1CCC2(CC1)OCCN2S(=O)(=O)c1ccccc1	7.5	-10.3%	2.8%	-3.4%	24.0%	-3.8%	14.9%	1.9%	25.4%[2.33 µM]
11	ON(CCc1ccncc1)Cc1ccccc1	3.1	-12.4%	16.6%	-9.5%	4.1%	x	11.3%[57 µM]	-4.2%	x
12	CCN(C(=N)N=C(N)N)c1ccccc1	4.4	-15.2%	-2.4%	-1.7%	-15.0%	19.7%	16.8%	-12.7%	6.6%
13	CCOC(=O)C1CCN(c2ncnc3c2cnn3C)CC1	-5.7	-12.3%	0.5%	x	35.3%	3.4%	20.1%	-1.1%	16.8%[0.501 µM]
14	COc1ccc(Cc2n[nH]c(=S)n2Cc2ccccc2)cc1Cl	2.1	56.2µM*	-25.4%	u	-24.2%	u	-17.5%	2.9%	6.31µM*
15	O=C(NCc1ccccc1Cl)c1ccc2nc[nH]c2c1	-2.4	-12.7%	-1.3%	-8.9%	-0.8%	-27.5%	5.3%	-1.5%	0.9%[59 µM]
16	O=C(COC(=O)/C=C/c1ccc(OC(F)F)cc1)Nc1ccc(S(=O)(=O)N2CCCC2)cc1	-4.9	-10.7%	-1.3%	-1.0%	-16.3%	-1.8%	9.3%	1.8%	16.5%[59 µM]
17	COc1cc2oc(=O)cc(-c3ccc(-c4ccc(C)cc4)cc3)c2c(OC)c1OC	2.3	-2.2%	3.2%	-13.7%	-13.3%	x	54.9%[activator]	-8.4%	20.7%[59 µM]
18	CC1CCC2(CC1)NC(=O)N(CC(=O)Nc1ccc(C(N)=O)cc1)C2=O (stereo unspecified)	3.9	-18.0%	3.9%	4.9%	33.2%	x	21.9%	3.9%	x
19	C/C(=N\NC(=O)c1nc2ccccn2c1C)c1cccc([N+](=O)[O-])c1	-1.2	-15.4%	-5.5%	0.0%	-16.9%	-15.6%	22.9%	-3.6%	-1.5%
20	CC(C)(C)OC(=O)NCc1ccc(CNC(=O)c2nc[nH]c2C(=O)N2CCc3ccccc3C2)cc1	11.9	-22.5%	-3.3%	14.0%	8.6%	50.1µM*	45.4%[activator]	-14.2%	9.1%[2.33 µM]
21	CC1=Nc2cccc3cccc(c23)N1	-15.8	u	-5.5%	u	u	-5.3%	u	-1.7%	25.1µM*
22	O=C(OCC1CCCO1)c1ccc2c(c1)N(Cc1ccccc1Cl)C(=O)c1ccccc1S2(=O)=O (stereo unspecified)	-4.2	-11.0%	0.4%	-17.9%	10.0%	-4.1%	55.4%[activator]	5.2%	-21.2%[59 µM]
23	CCn1c(SCC(=O)Nc2ccc(F)cc2)nc2ccccc2c1=O	-1.3	2.3%	-0.1%	-3.4%	-21.1%	-15.7%	77.0%[activator]	5.4%	14.0%
24	O=C(N/N=C/c1ccc([N+](=O)[O-])o1)c1sc2ccccc2c1Cl	-13.2	u	-0.7%	-24.3%	u	u	19.6%	16.2%	-4.6%[12.7 µM]
25	CC(=O)Oc1cc2oc(=O)cc(C)c2cc1Cl	5.5	2.0%	-12.0%	161.8%[activator]	5.1%	1.9%	33.5%	4.6%	1.1%
26	COc1ccc(-n2c(=O)c3c(C)c(C)sc3n(Cc3cccc(F)c3)c2=O)c(OC)c1	8.7	-0.7%[11.4 µM]	0.1%	11.3%	4.2%[11.4 µM]	-15.1%	38.3%	2.1%	-13.0%[59 µM]
27	CCOC(=O)C1=CN(Cc2ccco2)S(=O)(=O)N(C)C1c1ccc(F)c(Cl)c1 (stereo unspecified)	-0.1	-6.8%	-7.7%	-20.9%	-53.1%	x	34.8%	5.0%	x
28	C#CCOCCOCCOCCNc1nc(N2CCN(C(=O)CCCCCCCCCCNC(=O)Cn3cc(C[C@@H](C)O)nn3)CC2)nc(N2CCN(C(=O)CCCCCCCCCCNC(=O)[C@H](CO)n3cc(CCCSC)nn3)CC2)n1	-2.6	-2.9%	-1.4%	u	-36.3%	7.5%	67.4%[activator]	-2.0%	-8.1%[2.33 µM]
29	CCN1CCN(c2cc(C)c3cc(NC(=O)c4cc(OC)c(OC)c(OC)c4)ccc3n2)CC1	-4.3	-26.0%	22.3%	u	-40.3%	u	-23.4%	0.2%	-13.3%[59 µM]
30	COc1ccc(C(=O)Nc2c(N)nc(SCC(=O)N3CCC(C)CC3)[nH]c2=O)cc1	-0.3	-4.4%	32.7%	0.0%	27.9%	-3.0%	16.9%	9.4%	-4.8%[12.7 µM]

2 records picked at random from the list so far:
No.	Structure	PI4K2A inh	JMJD2A Tudor	GLS inh	12-LOX inh	RGS4 inhibitor	BAZ2B inh	HP1b binding inh	ERG Ets-DNA blk	G9a inh
19	C/C(=N\NC(=O)c1nc2ccccn2c1C)c1cccc([N+](=O)[O-])c1	-1.2	-15.4%	-5.5%	0.0%	-16.9%	-15.6%	22.9%	-3.6%	-1.5%
22	O=C(OCC1CCCO1)c1ccc2c(c1)N(Cc1ccccc1Cl)C(=O)c1ccccc1S2(=O)=O (stereo unspecified)	-4.2	-11.0%	0.4%	-17.9%	10.0%	-4.1%	55.4%[activator]	5.2%	-21.2%[59 µM]

Remaining list, next part.
No.	Structure	PI4K2A inh	JMJD2A Tudor	GLS inh	12-LOX inh	RGS4 inhibitor	BAZ2B inh	HP1b binding inh	ERG Ets-DNA blk	G9a inh
31	CC1CCN(c2nnc(NC(=O)Cn3c(=O)oc4ccccc43)s2)CC1	-2.1	-6.2%	10.8%	0.1%	14.3%	10.8%	15.1%	-6.6%	0.0%
32	COCCn1c(C)cc(C(=O)CN2C(=O)NC3(CCCCCCC3)C2=O)c1C	0.5	u	4.3%	1.3%	5.4%	3.0%	9.0%	x	-3.6%[59 µM]
33	Cc1ccc(NC(=O)N(C2CCCCC2)C(C)c2cccnc2)cc1C (stereo unspecified)	4.4	-2.8%	1.0%	5.9%	1.2%	3.2%	34.6%	18.3%	u
34	N#C/C(=C/c1ccc(N2CCOCC2)o1)C(=O)N1CCOCC1	1.6	-31.8%	23.6%	u	-5.3%	-0.4%	-3.9%	4.8%	7.94µM*
35	CCNc1nc(OCC)nc(N2CCC(Cc3ccccc3)CC2)n1	4.0	5.0%	-16.6%	3.9%	3.0%	-4.4%	36.0%	u	21.6%[59 µM]
36	O=C(N/N=C\c1ccc[nH]1)C1COc2ccccc2O1 (stereo unspecified)	-4.9	-20.8%	10.9%	0.0%	-1.2%	-17.6%	12.8%	-4.8%	-11.7%
37	CCN(CC)c1ncnc2sc(C(=O)N3CCN(c4ccc(OC)cc4)CC3)c(C)c12	-4.2	u	22.3%	x	-54.0%	-2.3%	-7.7%	-1.0%	14.1µM*
38	O=C(Nc1ccc(S(=O)(=O)NCc2ccco2)cc1)c1ccc2ccccc2n1	-0.7	u	13.4%	u	-15.5%	-12.1%	-0.9%	10.8%	16.1%[59 µM]
39	Cc1cnn(-c2cc(N/N=C/c3ccccc3)ncn2)c1	1.6	-4.3%	0.6%	14.6%	3.0%	-12.6%	23.3%	0.0%	x
40	Nc1ccc2c(c1)C(=O)C(=O)c1ccccc1-2	u	u	-4.9%	u	u	u	20µM*	-0.5%	5.6%[0.501 µM]
41	CCOc1ccc(CN2CCNC(=O)C2CC(=O)NCCCOc2cccnc2)cc1 (stereo unspecified)	5.4	u	-3.0%	27.4%	-27.6%[56.9 µM]	-16.4%[57.1 µM]	19.2%	2.5%	u
